High-throughput results as filed in PubChem BioAssay.
ADAM17 inh – ADAM17 inhibition, QFRET primary screen | P78536 | AID 720648 | inhibition, % at 6.95 µM | recombinant ADAM17, EDANS/DABCYL FRET peptide cleavage | 370,000 tested, 0.83% active;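 active means inhibition above the mean of compounds lying between control limits plus 3 SD, set per campaign, cut at about 8.5% in these data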;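 further: 0% = DMSO-only wells as the low control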
Target sequence (P78536 215-824 limits assumed): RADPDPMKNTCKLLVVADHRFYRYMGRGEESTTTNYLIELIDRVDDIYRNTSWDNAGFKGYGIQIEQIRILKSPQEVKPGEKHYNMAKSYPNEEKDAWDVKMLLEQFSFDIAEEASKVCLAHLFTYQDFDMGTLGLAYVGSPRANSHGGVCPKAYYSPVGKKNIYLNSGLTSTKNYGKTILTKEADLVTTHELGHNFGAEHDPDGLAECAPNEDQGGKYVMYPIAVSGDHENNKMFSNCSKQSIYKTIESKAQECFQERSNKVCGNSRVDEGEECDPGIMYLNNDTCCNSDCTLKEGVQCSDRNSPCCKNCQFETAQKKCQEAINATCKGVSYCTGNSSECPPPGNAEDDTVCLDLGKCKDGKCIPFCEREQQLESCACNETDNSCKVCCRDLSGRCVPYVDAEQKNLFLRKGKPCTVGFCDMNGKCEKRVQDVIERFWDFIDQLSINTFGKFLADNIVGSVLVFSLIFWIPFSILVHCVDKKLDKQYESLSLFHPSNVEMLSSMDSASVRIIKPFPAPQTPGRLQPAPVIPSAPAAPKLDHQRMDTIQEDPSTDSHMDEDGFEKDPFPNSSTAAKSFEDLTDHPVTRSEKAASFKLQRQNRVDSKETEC
PLC-beta3 inh – inhibitors of human phospholipase C beta3 | Q01970 | 370,000 tested, 0.18% active | Purified PLC-beta3, fluorogenic substrate, fluorescence | inhibition, % at 12.2 µM; in the data active means inhibition above about 11%;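 further: 0% = median of compound wells on plate and 100% = full blocker control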
DAX1 inh-1 – DAX1 (NR0B1) inhibition, primary screen; HEK293T StAR-luciferase reporter, SF-1/DAX-1 repression relief; inhibition, % at 6.8 µM; 370,000 tested, 1.1% active; AID 652010;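 active means inhibition above the mean over all tested compounds plus 3 SD, cut at about 3.6% in these data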;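 further: 0% = DAX-1 cells with DMSO and 100% = cells lacking DAX-1 with DMSO; higher inhibition means more luminescence from relief of DAX-1 repression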
hgDAF-12 ag – hgDAF-12 agonism, primary luciferase screen | activation, % at 6.8 µM | 370,000 tested, 1.8% active | HEK293 GAL4-hgDAF12 UAS-luciferase reporter, agonist luminescence; normalized to butyrate control;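 active means activation above a cutoff set at the mean of all screened compounds plus 3 SD, cut at about 10% in these data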;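 further: 0% = DMSO wells and 100% = sodium butyrate wells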
hcDAF12 agonist – H. contortus DAF-12 activation, primary screen; 370,000 tested, 1.4% active; activation, % at 6.8 µM; HEK293 hcDAF-12 lit1-tk-luc reporter, luminescence; 0% DMSO, 100% Δ7-dafachronic acid;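 active means activation above the mean of all tested compounds plus 3 SD, cut at about 5.5% in these data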;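 further: 100% = response to 3 µM Δ7-dafachronic acid high control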
DAX1 inh-2 – inhibitors of human orphan nuclear receptor DAX1 (NR0B1); P51843; 340,000 tested, 0.99% active; AID 504766; HEK293 Gal4-DAX1 luciferase reporter, luminescence; inhibition, % at 6.75 µM;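 active means inhibition above the mean over all tested compounds plus 3 SD, cut at about 4.2% in these data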;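 further: 0% = DAX1-transfected cells with DMSO and 100% = empty-vector control cells with DMSO; inhibition shows as a rise in luminescence from relieved DAX1 repression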
Target sequence (P51843 207-470 limits assumed): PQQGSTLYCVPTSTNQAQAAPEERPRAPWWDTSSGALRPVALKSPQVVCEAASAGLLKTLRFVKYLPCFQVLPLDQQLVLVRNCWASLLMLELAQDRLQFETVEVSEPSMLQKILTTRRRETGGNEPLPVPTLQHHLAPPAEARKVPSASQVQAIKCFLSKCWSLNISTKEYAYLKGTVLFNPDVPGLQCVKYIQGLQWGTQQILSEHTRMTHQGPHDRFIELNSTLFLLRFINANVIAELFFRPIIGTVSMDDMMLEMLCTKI
ssDAF12 agonist – activates DAF-12 receptor from parasite S. stercoralis. HEK293 ssDAF-12/GRIP1 lit1-tk-luc reporter, luminescence; % of 3 µM dafachronic acid response. activation, % at 6.8 µM. 370,000 tested, 1% active;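 active means activation above the mean over all tested compounds plus 3 SD, cut at about 0.9% in these data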;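 further: 0% = DMSO-only wells and 100% = 3 µM delta7-dafachronic acid wells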
ADAM10 inh – inhibits human ADAM10; inhibition, % at 7 µM; recombinant ADAM10, EDANS/DABCYL FRET peptide cleavage, 3 h; AID 720582; 370,000 tested, 0.62% active; O14672;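 active means inhibition above a per-campaign cutoff equal to the mean of compounds falling between control-based bounds plus 3 SD, cut at about 20% in these data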;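 further: 0% = DMSO wells while the 100% control is not disclosed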
GAA850 FXN act – increases GAA850 frataxin promoter reporter activity; activation, % at 6 µM; HEK293 lucGAA850 FXN promoter luciferase reporter, 24 h; percent of 10 µM SAHA response; 360,000 tested, 0.56% active;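 active means activation above the average of all compounds screened plus 3 SD, cutoff fixed separately per campaign, cut at about 7.5% in these data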;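 further: 0% = DMSO wells and 100% = 10 µM SAHA wells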
sPLA2-III inh – Blocks human group III sPLA2 activity; Q9NZ20; QFRET BODIPY PC-A2 liposome hydrolysis, fluorescence; inhibition, % at 12.2 µM; 370,000 tested, 0.56% active; AID 743126;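 active means inhibition above mean plus 3 SD of compounds lying within the high and low control bounds, cut at about 19% in these data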;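 further: 0% = median of test compound wells and 100% = no enzyme DMSO wells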
PLCg1 inh – PLC-gamma1 (human) inhibition, primary screen; P19174; purified PLC-gamma1, fluorogenic substrate, fluorescence; inhibition, % at 12.2 µM; 370,000 tested, 0.84% active; in the data active means inhibition above about 9.5%
* = called active by the depositor; i = inactive; / = not tested or not shown.

SMILES	ADAM17 inh	PLC-beta3 inh	DAX1 inh-1	hgDAF-12 ag	hcDAF12 agonist	DAX1 inh-2	ssDAF12 agonist	ADAM10 inh	GAA850 FXN act	sPLA2-III inh	PLCg1 inh
O=S(=O)(NCc1ccccc1)[C@@H]1CC2C=CC1C2 (stereo not given in full)	2	7	0.5	-1.1	0.2	0.8	-1.3	-1	1.5	10	3
CC(C)(C)OC(=O)N[C@@H](C(=O)OC(C)(C)C)c1ccc(Br)cc1	-2	0	1.1	1.9	-1.9	0.8	-1.5	-4	1.0	4	0
O=C(O)c1ccc(-c2ccccc2)[nH]c1=O	-101	-62	0.1	-2.1	-0.9	5.4*	-1.3	-284	0.2	3	-37
CCOc1ccc(NC(=S)N2CCCCCC2)cc1	-7	-5	0.8	3.2	1.6	0.5	-0.9	-4	1.3	8	0
CC(C)[C@@H](C(=O)NCc1ccco1)N1C(=O)N2CCc3c([nH]c4ccccc34)[C@@]2(C)C1=O	0	1	-2.0	-0.8	1.1	3.2	-1.3	-9	-2.4	-9	3
C/C(=N\NC(=O)c1ccccn1)c1ccc(Cl)cc1	3	-3	3.2	9.2	5.3	/	-0.1	0	5.3	0	4
Cc1noc(C)c1S(=O)(=O)NC1CCN(Cc2ccccc2)CC1	-1	0	1.2	2.0	-0.9	0.7	-1.3	-7	-0.4	-4	1
O=C(CSc1ncnc2ccccc12)NCCCO	4	5	1.4	0.9	1.7	0.8	-0.8	2	2.5	6	9
Cc1ccc(-c2noc(-c3ccccc3C(=O)NCc3ccco3)n2)cc1	1	-8	-0.6	2.4	1.7	2.0	0.1	0	3.0	-8	-1
CCOC(=O)C1(CC2CCCCO2)CCN(S(=O)(=O)c2c(C)nn(C)c2C)CC1 (stereo not given)	4	13*	0.4	1.8	-0.4	1.7	-1.0	1	-0.7	2	13*
CSc1ccc(/C=C(/NC(=O)c2ccc(C)cc2)C(=O)Nc2cccc(C)c2)cc1	-7	1	-0.3	-0.4	3.4	-0.7	-0.8	-8	1.4	17	1
CCOC(=O)C1(CC2CCCCO2)CCN(Cc2nccn2-c2cccc(C)c2)CC1 (stereo not given)	4	4	-0.5	-4.5	-0.8	-1.8	-1.8	8	0.1	5	5
CC(C)n1c2ccccc2c2nnc(SCC(=O)Nc3ccccc3C(=O)O)nc21	-4	-9	-0.3	-2.2	-1.1	-0.7	-0.7	-8	1.9	-3	-9
CCCCCNC(=O)C(c1ccc(OC)cc1)n1c(=O)c(-c2ccccc2)nc2ccccc21 (stereo not given)	-4	-8	0.4	0.5	-0.4	/	-0.6	-18	/	11	-7
O=C(c1ccc(NS(=O)(=O)c2ccc(Cl)cc2)cc1)N1CCOCC1	-4	-5	-0.4	-2.7	-0.8	-1.0	-1.1	-8	-2.5	7	0
Cc1ccc(C(=O)CSc2nnc(COc3ccccc3)o2)cc1	0	-6	-0.8	-3.6	-0.5	-0.6	-1.7	-2	-2.7	-28	-2
Cc1nnc(NC(=O)C2CC(=O)N(c3ccccc3)C2)s1 (stereo not given)	-2	-11	0.2	0.2	0.1	-0.5	-0.9	-5	-0.2	4	-2
CCOC(=O)c1[nH]c2ccc(OC)cc2c1NC(=O)CN1CCSCC1	-126	i	-1.0	-2.1	-2.5	0.1	-1.1	-372	1.8	1	i
CC(NC(=O)c1cccc2ccccc12)c1ccc2c(c1)CCCC2 (stereo not given)	5	5	-1.3	1.3	-1.0	1.2	-1.3	4	-3.6	-8	4
O=C(NCCCN1CCCC1)c1ccc2c(c1)N(Cc1cccc(Cl)c1)C(=O)c1ccccc1S2(=O)=O	0	2	2.5	-1.4	1.4	1.1	-1.5	0	-0.4	-14	1
COC(=O)N1C[C@H](OC)[C@H]2C[C@@H]1c1ccccc1O2	-3	3	0.6	-0.1	-1.9	/	-1.2	-10	/	1	1
CCCNC(=O)C1(C)CCCN(Cc2ccc(-c3ccccc3)o2)C1 (stereo not given)	2	4	-2.8	-1.6	-3.3	/	-1.4	12	-3.0	-17	-1
Cc1ccc2[nH]c(=O)c(COC(=O)c3cccs3)cc2c1	-1	5	0.0	2.6	0.2	-0.8	-0.4	5	0.8	3	7
NC(=O)c1ccc(NC(=O)CCCNC(=O)c2ccc(Cl)cc2)cc1	-1	-2	0.7	-0.3	-0.6	-1.6	-0.3	1	0.1	4	5
O=C(CSc1ccc(Cl)cc1)Nc1nnc(-c2cccc([N+](=O)[O-])c2)s1	-5	1	-0.8	-1.0	0.2	0.1	-0.6	-4	-2.4	1	1
COc1ccccc1CNC(=O)COc1ccc(C)nc1[N+](=O)[O-]	1	-3	1.2	1.5	-0.7	-1.2	-1.2	4	3.3	0	4
CCOc1ccccc1NC(=O)NS(=O)(=O)c1ccc(C)cc1	-6	4	-0.5	2.2	-1.4	-0.7	-1.5	-18	-1.0	12	3
CN1CC=C2C(C#N)=C(N)C(C#N)(C#N)C(Cc3ccccc3)C2C1 (stereo not given)	-176	-453	0.2	-1.3	0.3	-0.3	-1.0	i	0.9	-14	-371
N#CC1(NC(=O)CSc2n[nH]c(-c3ccccc3)n2)CCCCC1	2	-3	-1.0	-0.1	-0.6	-1.0	-1.0	-2	-0.3	2	3
O=S(=O)(NCc1ccc(Cl)cc1)c1cccc2cccnc12	1	-6	0.5	-1.4	-2.2	0.7	0.3	2	1.9	0	5
CCCCOCCCNC(=O)C[C@H]1C[C@@]2(C(=O)OC)C(=C[C@H](COCc3ccccc3)O[C@@H]2C)N(Cc2cccc3ccccc23)C1=O	6	3	-0.9	5.4	-1.9	/	-1.2	12	/	-21	2
O=C(c1ccc(F)cc1)N1CCCC(C(=O)N2CCN(c3ccccc3)CC2)C1 (stereo not given)	-4	-8	0.4	-0.5	-0.7	1.5	0.1	1	-1.2	3	-2
O=S(=O)(Nc1ccc2c3c(cccc13)CC2)c1ccc(F)cc1	2	-3	-1.4	2.3	-0.1	-0.1	-1.2	9	-1.2	-25	-3
O=C1C(=O)c2c(C(=O)c3ccccc3)coc2-c2ccccc21	0	5	-1.0	6.8	-0.7	0.2	-1.0	2	-4.0	-6	5
OC1CCCN(Cc2ccc3c(c2)Cc2ccccc2-3)C1 (stereo not given)	-2	0	-0.2	3.5	-2.0	2.3	-1.0	-5	2.6	3	1
CCCCCCCCC(=O)NNC(=O)c1c(O)c2ccccc2n(CCC)c1=O	0	0	0.8	-1.0	-0.1	0.7	-1.8	11	-1.0	7	3
COc1cccc(C(=O)Nc2cc(C)on2)c1	-2	2	3.0	6.5	1.7	0.9	-0.5	-7	2.8	0	1
CN(C)CCCNC(=S)N1CCn2c(nc3ccccc32)C1	0	1	0.1	1.6	0.1	1.3	0.0	-7	-0.3	0	-1
CCOc1ccc(S(=O)(=O)N2CCCCC2)c2ccccc12	0	-4	-0.6	-0.1	-4.7	-0.8	-1.3	-8	0.9	-4	-1
CC(CCN1CCN=C1Nc1ccccc1)c1ccccc1 (stereo not given)	0	4	0.0	-3.6	-0.8	0.9	-1.1	7	1.0	2	4
CC1CN(S(=O)(=O)c2cccc(C(F)(F)F)c2)CN1C(=O)N1CCOCC1 (stereo not given)	-4	-5	0.0	-0.6	-0.7	-0.4	-1.0	-8	1.0	7	2
Cc1ccc(-c2csc3nc[nH]c(=S)c23)cc1C	7	1	-1.0	2.4	-1.4	1.4	-1.5	11	2.4	0	0
COCCC(=O)N1CCC(Oc2ccc(C(=O)NCCc3ccccn3)cc2)CC1	-5	-6	-0.3	-1.4	-0.1	1.1	-1.1	-5	-0.1	2	-3
NC(=O)COC(=O)c1sc2ccccc2c1Cl	-11	-3	-0.3	-1.7	-0.6	1.3	-1.5	-24	1.8	11	3
Cc1ccc(NC(=S)NNC(=S)Nc2cccc(C(F)(F)F)c2)cc1	1	-1	-0.2	0.0	-1.2	0.7	-1.1	10	-1.2	11	6
CCOC(=O)C1CCCN(C(=O)c2ccc3c(c2)N(Cc2ccccc2)C(=O)c2ccccc2S3=O)C1 (stereo not given)	3	1	0.2	2.5	-1.2	2.5	-0.6	7	-0.4	-9	6
CCOC(=O)c1ccccc1NC(=O)C1CC(=O)N(C2CCCC2)C1 (stereo not given)	-1	-8	-0.9	0.7	-0.2	0.2	-1.3	-12	0.3	7	-1
Cc1cc(/C=C2/SC(=O)N(CC(=O)N3CCCC3)C2=O)ccc1N1CCOCC1	-3	-21	0.7	7.4	-0.7	0.1	-1.1	-4	1.6	-3	-7
O=C(CCc1ccccc1)n1nc(-c2ccco2)nc1SCc1ccccc1	0	-7	1.1	3.4	0.0	-0.1	-1.7	-9	6.6	-10	-6
CCCNC(=O)c1cc2c(c(-c3cccc(-c4ccc(F)cc4)c3)n1)[C@H](CCO)N(S(=O)C(C)(C)C)C2 (stereo not given in full)	10*	2	1.3	-6.3	-1.7	/	-1.8	13	/	-8	3
CCOC(=O)C1CCCN(C(=O)c2ccc(-c3ccccc3)cc2)CC1 (stereo not given)	4	-1	1.0	-2.2	-1.9	/	-1.4	5	2.0	-10	0
COc1cccc(-c2csc(N3CCN(C(=S)Nc4ccccc4Cl)CC3)n2)c1	2	1	0.3	0.8	2.2	-1.2	-0.8	15	2.8	15	0
CCN(CC(=O)Nc1c(F)cccc1F)C(=O)c1ccc(Cl)c(S(=O)(=O)N2CCCCC2)c1	-6	-7	-2.2	-1.1	-0.4	1.8	-1.1	-5	-0.1	-2	0
COc1ccccc1CNC(=O)[C@H](C)N1C(=O)N2CCc3c([nH]c4ccccc34)[C@@]2(C)C1=O	1	9	-0.9	-4.9	-0.6	1.2	-1.6	8	-3.5	-36	6
COC(=O)CS(=O)(=O)c1nnc([C@H](Cc2ccccc2)NC(=O)OC(C)(C)C)o1	-1	1	-0.6	-0.1	-0.5	-0.9	-1.6	2	15*	-20	-1
CCOC(=O)c1ccc(NC(=O)CSc2nccn2C)cc1	0	2	0.6	3.0	-1.8	-0.1	-1.1	6	0.5	-9	-1
O=C(COC(=O)c1cc[n+]([O-])cc1)Nc1ccc(Cl)cc1[N+](=O)[O-]	-4	1	0.2	2.3	1.5	-0.3	-1.0	-2	1.4	4	2

Entries from the list above containing a cyano group:
SMILES	ADAM17 inh	PLC-beta3 inh	DAX1 inh-1	hgDAF-12 ag	hcDAF12 agonist	DAX1 inh-2	ssDAF12 agonist	ADAM10 inh	GAA850 FXN act	sPLA2-III inh	PLCg1 inh
CN1CC=C2C(C#N)=C(N)C(C#N)(C#N)C(Cc3ccccc3)C2C1 (stereo not given)	-176	-453	0.2	-1.3	0.3	-0.3	-1.0	i	0.9	-14	-371
N#CC1(NC(=O)CSc2n[nH]c(-c3ccccc3)n2)CCCCC1	2	-3	-1.0	-0.1	-0.6	-1.0	-1.0	-2	-0.3	2	3
